CHOP UPR activ = apoptotic UPR (CHOP) activation. CHO-CHOP luciferase reporter, luminescence; percent of tunicamycin response over DMSO baseline. activation, % at 10 µM. hit rate 0.34% among 330,000. AID 449763;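 active means at 10 µM dose, activation of 40% or more, normalized to positive control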;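 further: 100% = tunicamycin at 10 µg/mL and 0% = DMSO alone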
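measured by = luciferase luminescence | assay system = CHO-CHOP cells, stable luciferase reporter of PERK-eIF2a-CHOP signalling | amount = 500 reporter cells seeded per well | timing = 6 h compound exposure at 37 °C after overnight seeding | controls = positive tunicamycin 10 µg/mL, negative DMSO alone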
CCR6 antagonist = blocks CCL20-driven beta-arrestin recruitment at human CCR6 | inhibition, % at 20 µM | P51684 | hit rate 0.49% among 340,000 | CHO-K1 CCR6 PathHunter beta-arrestin, luminescence, CCL20-stimulated;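 active means compounds whose inhibition of the agonist-driven luminescence signal at 20 µM reaches about 50%, limit read from the data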;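 further: cells stimulated with CCL20 at 14 nM final; plate controls were DMSO with CCL20 for no effect and DMSO without agonist for full effect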
Target sequence (P51684 whole entry, looked up): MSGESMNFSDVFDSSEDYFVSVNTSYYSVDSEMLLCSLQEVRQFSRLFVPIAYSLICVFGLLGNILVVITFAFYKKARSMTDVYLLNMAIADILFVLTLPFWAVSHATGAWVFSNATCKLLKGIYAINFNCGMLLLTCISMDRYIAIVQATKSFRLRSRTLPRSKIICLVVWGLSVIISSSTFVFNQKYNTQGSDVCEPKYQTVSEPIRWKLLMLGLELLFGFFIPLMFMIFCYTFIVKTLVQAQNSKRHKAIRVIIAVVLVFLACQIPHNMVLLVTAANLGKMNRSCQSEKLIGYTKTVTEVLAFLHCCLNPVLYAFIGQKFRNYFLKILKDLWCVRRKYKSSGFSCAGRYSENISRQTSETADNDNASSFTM
Mdm2 MdmX PPI = disrupts the human Mdm2-MdmX interaction; O15151+Q00987; SaOS-2 split-luciferase Mdm2/MdmX complementation, luminescence; inhibition, % at 8 µM; hit rate 3% among 330,000;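 active means inhibition of at least 50% at 8 µM in the primary screen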
tim23-1 inh = inhibits growth of tim23-1 mutant yeast; S. cerevisiae tim23-1 growth, BacTiter-Glo luminescence, 24 h; inhibition, % at 20 µM; hit rate 1.3% among 330,000; AID 463212;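 active means growth inhibition of the mutant yeast at or above 50%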;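 further: temperature-sensitive mutant grown at 25 °C; plate controls were DMSO-treated mutant yeast for no effect and medium wells lacking yeast for full effect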
APJ ag = agonists of human APJ apelin receptor; P35414; CHO-K1 APJ PathHunter beta-arrestin, luminescence; 0% DMSO wells, 100% apelin; activation, % at 20 µM; hit rate 0.11% among 330,000;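 active means activation more than six SD over the plate average, tested at 20 µM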;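 further: 0% = DMSO alone and 100% = apelin-13 at 10 nM; some results filed as inactive read as strong as hits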
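Assay system – PathHunter CHO-K1 APJ (AGTRL-1) beta-arrestin reporter cells · Compound – one dose, 20 µM compound, 1% DMSO · Timing – compound 90 min 25 °C, reagent 1 h · Measured by – luminescence from split beta-galactosidase complementation, Galacton Star/Emerald II substrate · Measure – beta-arrestin recruitment to APJ as agonist activity, luminescent signal · Benchmarks – DMSO vs Apelin-13 10 nM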
CXCR6 inh = inhibitors of human CXCR6 receptor; CHO-K1 PathHunter CXCR6 beta-arrestin, luminescence; inhibition, % at 20 µM; hit rate 0.36% among 360,000; AID 602244; in the data active means inhibition above about 34%, passing the limit was not always enough;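 further: antagonist mode with CXCL16 agonist at 10 nM final; 0% = 10 nM CXCL16 with DMSO and 100% = unstimulated wells without agonist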
Target sequence (O00574 whole entry, looked up): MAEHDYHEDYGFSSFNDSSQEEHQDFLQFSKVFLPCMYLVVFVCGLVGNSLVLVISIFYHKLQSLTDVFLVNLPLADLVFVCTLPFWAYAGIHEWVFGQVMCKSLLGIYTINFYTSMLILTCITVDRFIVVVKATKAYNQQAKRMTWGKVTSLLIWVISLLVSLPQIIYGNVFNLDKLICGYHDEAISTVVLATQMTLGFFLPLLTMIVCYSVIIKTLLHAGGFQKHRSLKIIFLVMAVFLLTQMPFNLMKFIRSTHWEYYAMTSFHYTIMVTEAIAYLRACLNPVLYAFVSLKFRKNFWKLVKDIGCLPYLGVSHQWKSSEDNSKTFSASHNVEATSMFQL
APJ antagonist = blocks the human apelin receptor APJ. hit rate 0.32% among 330,000. CHO-K1 APJ beta-arrestin complementation, luminescence. inhibition, % at 20 µM;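 active means inhibition above about 40% at 20 µM, limit read from the data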;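 further: cells challenged with 10 nM apelin-13 agonist together with compound; plate controls were apelin-13 plus DMSO wells for no effect and DMSO wells lacking apelin-13 for full effect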
EBI2 block = blocks human EBI2 receptor beta-arrestin signaling; P32249; EBI2 beta-arrestin recruitment, luminescence, 7a,25-OHC stimulated; inhibition, % at 5 µM; hit rate 0.81% among 360,000; in the data active means inhibition above about 38%;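 further: enzyme fragment complementation signal reports receptor beta-arrestin coupling in cells; 0% = agonist plus DMSO wells and 100% = wells without agonist; some results beyond the cut were filed as inactive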
XBP1 UPR activ = activators of adaptive arm of unfolded protein response (XBP1); CHO-XBP1 luciferase reporter, IRE1-XBP1 UPR activation, luminescence; percent of tunicamycin response, DMSO as zero; activation, % at 20 µM; hit rate 0.33% among 330,000;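 active means versus positive control, 20 µM dose yields 30% or more activation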;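 further: 100% = tunicamycin at 10 µg/mL and 0% = DMSO only wells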
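Assay system: IRE1-XBP1 luciferase reporter CHO line. Input: 1000 cells/well. Buffer or medium: F12 with 10% serum. Doses: 20 µM, 1% DMSO. Times: overnight seeding at 37 °C, 6 h compound treatment at 37 °C. Technique: Steady-Glo luciferase glow luminescence, 10 min after reagent addition.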
Numbers without * were called inactive; . = no result given.

SMILES	CHOP UPR activ	CCR6 antagonist	Mdm2 MdmX PPI	tim23-1 inh	APJ ag	CXCR6 inh	APJ antagonist	EBI2 block	XBP1 UPR activ
O=C1/C(=C/c2cccs2)CCC/C1=C\c1cccs1	-0.2	16	-193	33	-6	11	18	-2	1
Cc1ccc(NS(=O)(=O)c2c(F)cc(F)c(Cl)c2F)cc1S(=O)(=O)N1CCOCC1	-1.2	2	23	-2	-2	4	3	-1	-3
COC(=O)C1C(=O)NCC1c1ccc(OC)cc1 (stereo unspecified)	-1.8	-2	12	8	-3	8	-4	-6	2
O=C(NCC(=O)N1CCCCC1)c1ccc(Cl)cc1Cl	4.5	0	-37	9	2	-1	3	-11	2
Cc1ccc(-c2csc(Nc3ccc(C(=O)O)cc3)[n+]2Cc2ccccc2)cc1	0.9	19	18	3	-1	0	18	-1	1
CCNC(=S)N/N=C(\C)c1ccc2ccccc2c1	2.5	.	-5	35	-1	.	-13	.	-1
CC(C)(C)C(=O)COC(=O)c1cc(S(=O)(=O)N2CCCCC2)ccc1N1CCOCC1	-0.3	9	26	6	-2	13	4	1	1
N#CCSc1nc(-c2ccccc2)cs1	1.6	-7	15	-3	-2	-14	3	1	1
CC1(C)Oc2ccc3ccc(=O)oc3c2/C(=N/O)C1=O	-1.3	-3	-21	7	0	-1	0	4	-6
c1cnc2ccc(C(c3nnnn3C3CCCC3)N3CCN4CCCC4C3)cc2c1 (stereo unspecified)	-1.5	-33	13	20	3	-1	-28	10	3

Whole records as entered above. Order of values: CHOP UPR activ, CCR6 antagonist, Mdm2 MdmX PPI, tim23-1 inh, APJ ag, CXCR6 inh, APJ antagonist, EBI2 block, XBP1 UPR activ
Shown for N#CCSc1nc(-c2ccccc2)cs1 : 1.6, -7, 15, -3, -2, -14, 3, 1, 1
Shown for CC1(C)Oc2ccc3ccc(=O)oc3c2/C(=N/O)C1=O : -1.3, -3, -21, 7, 0, -1, 0, 4, -6
Shown for O=C(NCC(=O)N1CCCCC1)c1ccc(Cl)cc1Cl : 4.5, 0, -37, 9, 2, -1, 3, -11, 2

The listing continues.
SMILES	CHOP UPR activ	CCR6 antagonist	Mdm2 MdmX PPI	tim23-1 inh	APJ ag	CXCR6 inh	APJ antagonist	EBI2 block	XBP1 UPR activ
CC(=O)c1ccc2c(c1)OCCOCCOCCOCCO2	-1.5	13	-3	-6	2	-1	-7	6	-4
CCOC(=O)c1nc(C(=O)NCc2ccc(C)cc2)nc2ccccc12	3.2	6	-7	33	-3	-7	15	-1	0
COc1ccccc1N1CCN(/N=C\c2sccc2C)CC1	1.0	0	3	16	-1	-4	17	-5	-1
COC(=O)[C@@H](NC(=O)Nc1ccc2c(c1)OCCO2)C(C)C	-1.3	9	-10	11	-2	0	-10	-10	2
Cn1c(N/N=C2\CCCc3ccccc32)nc2c1c(=O)n(Cc1ccccc1)c(=O)n2C	2.1	12	28	19	-1	-5	-5	12	-1
O=C(NCc1ccc2c(c1)OCO2)c1ccc(CSCc2ccccc2Cl)o1	2.3	5	-9	20	-3	-5	0	6	2
CCn1c(C)c(C)c2cc(C(=O)NCCCN3CCCC3)ccc21	-2.1	0	11	11	4	7	-12	-3	-3
O=c1[nH]nc(Cc2ccc([N+](=O)[O-])cc2)c2ccccc12	1.4	13	-4	9	0	-1	13	10	1
Cc1ccc(C(c2sc3nc(C)nn3c2O)N2CCN(c3ccc(F)cc3)CC2)cc1 (stereo unspecified)	-0.4	3	26	2	1	4	15	-1	1
O=C(NCCc1ccccc1)c1ccc(CS(=O)(=O)Cc2ccccc2F)o1	2.5	1	4	14	-3	1	14	29	0
CC(=O)Oc1ccccc1N(C(C)=O)S(=O)(=O)c1ccc2ccccc2c1	0.9	-6	14	27	-2	-2	-18	-5	1
O=C(O)CCCc1nc(-c2ccc(Cl)cc2)no1	-3.8	0	-8	13	-2	-8	-21	-11	-2
COc1ccc(CN(CCC(C)C)S(=O)(=O)c2ccccc2Br)cc1	1.2	30	-25	34	.	-5	.	16	1
O=C(NCc1ccccc1)c1nnc(CS(=O)(=O)c2ccccc2)o1	2.5	5	-8	6	-3	6	8	3	-1
O=S(=O)(NCc1cc(-c2ccc(Cl)cc2)no1)c1ccccc1	0.2	4	9	21	1	-9	-6	-1	-3
Cc1cc(=O)oc2cc(NC(=O)C(C)Oc3ccc(F)cc3)ccc12 (stereo unspecified)	1.8	2	6	14	-4	-5	13	-6	-1
COc1ccc2c(c1)c1ncn(Cc3ccc(F)cc3)c(=O)c1n2C	-0.5	8	8	8	-1	1	-8	12	-1
CC1=C(C(=O)Nc2cc(C(=O)N3CCN(c4cccc(C)c4C)CC3)ccc2C)SCCO1	3.2	3	33	23	2	0	21	-1	-2
Cc1nc(NCc2ccccc2)[nH]c(=O)c1CCC(C)C	0.5	-13	7	13	-4	0	-16	-1	0
CSCC[C@H](NS(=O)(=O)c1ccc(C(C)=O)cc1)c1nnc2ccccn12	1.2	12	20	12	-5	0	-7	-4	-6

Brought forward from above: 7 entries; new compounds follow.
SMILES	CHOP UPR activ	CCR6 antagonist	Mdm2 MdmX PPI	tim23-1 inh	APJ ag	CXCR6 inh	APJ antagonist	EBI2 block	XBP1 UPR activ
O=C(NCc1ccccc1)c1nnc(CS(=O)(=O)c2ccccc2)o1	2.5	5	-8	6	-3	6	8	3	-1
O=S(=O)(NCc1cc(-c2ccc(Cl)cc2)no1)c1ccccc1	0.2	4	9	21	1	-9	-6	-1	-3
Cc1cc(=O)oc2cc(NC(=O)C(C)Oc3ccc(F)cc3)ccc12 (stereo unspecified)	1.8	2	6	14	-4	-5	13	-6	-1
COc1ccc2c(c1)c1ncn(Cc3ccc(F)cc3)c(=O)c1n2C	-0.5	8	8	8	-1	1	-8	12	-1
CC1=C(C(=O)Nc2cc(C(=O)N3CCN(c4cccc(C)c4C)CC3)ccc2C)SCCO1	3.2	3	33	23	2	0	21	-1	-2
Cc1nc(NCc2ccccc2)[nH]c(=O)c1CCC(C)C	0.5	-13	7	13	-4	0	-16	-1	0
CSCC[C@H](NS(=O)(=O)c1ccc(C(C)=O)cc1)c1nnc2ccccn12	1.2	12	20	12	-5	0	-7	-4	-6
COC(=O)[C@@H](Cc1ccccc1)NC(=O)NCCc1c[nH]c2ccccc12	2.0	-5	6	23	-6	1	-10	-1	4
O=C(Nn1c(-c2ccccc2)nc2ccccc2c1=O)c1ccc([N+](=O)[O-])cc1	0.0	-3	5	19	2	-6	-4	-10	-2
O=c1cc(CSc2nnc(C3CC3)n2Cc2ccccc2)nc2sccn12	-0.3	17	21	-6	-2	13	12	-2	-5
COc1ccc(/C(C)=C2/SC(=S)N(CCC(=O)O)C2=O)cc1	0.2	-7	8	11	-2	-6	10	-1	0
Cc1cccc(C)c1NC(=O)CNC(=O)C1COc2ccccc2O1 (stereo unspecified)	1.1	6	-1	-9	0	-4	-8	6	0
CCc1ccc(-c2nc(SCC(=O)N(CCOC)c3c(N)n(Cc4ccccc4)c(=O)[nH]c3=O)n[nH]2)cc1	-0.9	2	10	-12	-3	-1	-45	1	-3
CCC1CCC(C(=O)NNC(=O)c2cc(-c3ccco3)[nH]n2)CC1 (stereo unspecified)	-1.4	-8	12	15	-1	-7	21	-9	-3
Cc1ccc(CN2CC(C(=O)NC3CCCC(C)C3C)CC2=O)cc1 (stereo unspecified)	0.9	13	-15	27	-3	5	5	13	-2
CCOc1ccccc1C(=O)Nc1nn[nH]n1	0.3	8	16	9	-2	9	-18	17	-2
CC(=O)C1=C(O)C(=O)N(c2ccccn2)C1c1cccc(F)c1 (stereo unspecified)	1.8	10	-3	37	-3	-5	8	-10	4
Cc1ccc(-c2nnn(CC(=O)NC3CCN(Cc4ccccc4)CC3)n2)cc1	0.6	18	26	0	-5	5	6	7	0
CC(=O)Nc1c(O)nc(SCc2ccccc2C#N)[nH]c1=O	2.8	2	22	5	7	-4	5	-2	-1
CC(C)c1nnc(NC(=O)C2CCN(C(=O)Nc3ccccc3)CC2)s1	0.6	-8	-1	-4	3	-5	0	3	-5
COc1ccc(C(C(=O)NC2CCCC2)N(C(=O)c2ccoc2C)c2ccc(C)c(C)c2)cc1 (stereo unspecified)	-0.7	5	14	24	-4	-1	6	15	3
CCOC(=O)C1=C(O)/C(=C/c2ccc(OCC(=O)O)c(OC)c2)SC1=Nc1ccc(OC)cc1	0.5	15	3	10	-1	8	7	1	-3
O=c1c2ccccc2nc2n1C(CSCc1ccc(Cl)cc1Cl)CS2 (stereo unspecified)	5.0	9	4	24	2	0	5	28	-3
Nc1n[nH]c(N)c1N=Nc1ccc(F)cc1	0.9	25	20	9	-1	4	5	5	-1
C/C(Cc1ccccc1)=N\NC(=O)CNC(=O)Cc1ccccc1	-2.3	-3	9	-16	0	-8	-17	1	1
Fc1ccccc1-c1[nH]ncc1-c1nnnn1-c1ccccc1	1.6	-6	13	12	0	4	11	10	-1

From PubChem BioAssay

This is a subset; count on the stated rates, not on these rows.
